MBNL1 CUG block – MBNL1-poly(CUG) RNA binding inhibition. TR-FRET MBNL1-His/biotin-(CUG)12 binding, 665/545 ratio. Potency, µM (highest dose often 57.5 µM), inactives show top-dose activity change, negative = inhibition, usual class: inhibitors. Q9NR56. hit rate 0.036% among 280,000. AID 2675; active = well fitted inhibition curve with a large enough effect in the signal ratio, with a control signal flat, not every such curve was filed as active; inconclusive = small, poorly fitted or top-dose-only effect, or effect the other way, or a change in a side signal; inactive = no such curve, though single readings can be large or run the other way; the % refers to the signal ratio; note: % is set by controls: 0 for no effect and ±100 for the full control effect
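TR-FRET between His-tagged MBNL1 and biotin-(CUG)12 RNA, detected with Tb anti-His antibody (0.055 ng/ul) and streptavidin-XL665 (5 nM), 60 min at room temperature. Compounds titrated 92 nM to 58 uM; 665/545 nm ratio normalized to buffer and complex controls.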
BRCA1 expr act – increases BRCA1 expression; hit rate 1.1% among 380,000; AID 624202; Potency, µM (series often up to 46.1 µM), for the others: at the top dose activation, actives largely listed as activators; MCF7-BRCA1-FFLuc reporter, luminescence, 48 h; response scale: scaled: vehicle 0%, 10 µM genistein 100%; note: nearly all actives have a fitted effect of over 80% in size; some results filed as inactive show a strong effect at the top dose
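48 h compound treatment of MCF7-BRCA1-FFLuc cells (phenol-red free MEM, 37 °C), then 15 min with luciferase substrate and luminescence imaging.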
NPC1 prom act – activates the NPC1 promoter; Huh7 NPC1 promoter luciferase reporter, 24 h; Potency, µM (series often up to 9.22 µM), for inactives: at the top dose activation, usual class: activators; hit rate 2.4% among 320,000;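 note: % of control where 0% means no effect; nearly all actives have a fitted effect of over 60% in size; reporter is driven by a mutant NPC1 promoter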
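Huh7 reporter cells (NPC1 promoter driving luciferase) are dosed with compound for 24 h at 37 °C, 5% CO2; luciferase detection reagent is then added and luminescence measured after 10 min at ambient temperature.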
uPA surface inh – inhibitors of cell surface uPA generation | Potency, µM (series often up to 38.3 µM), inactives show at the top dose activity change, negative = inhibition, hits mostly inhibitors | cell surface uPA generation assay, qHTS | hit rate 0.31% among 330,000; active = well fitted inhibition curve with a large enough effect; inconclusive = small, poorly fitted or top-dose-only effect; inactive = no such curve, though single readings can be large or run the other way; tested in mouse RAW 264.7 cells; note: % is set by controls: 0 for no effect and ±100 for the full control effect; nearly all actives have a fitted effect of over 55% in size
Rab9 prom act – activators of Rab9 promoter. Huh7 Rab9 promoter-luciferase reporter, luminescence, 24 h. Potency, µM (highest dose often 9.22 µM), for the others: top-dose activation, negative = inhibition, actives largely listed as activators. hit rate 2.8% among 320,000. AID 485297; note: % of control where 0% means no effect; nearly all actives have a fitted effect of over 60% in size
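Stable Rab9-luc Huh7, 1500 cells/well, 2 h settle; cmpd in DMSO, 24 h, 37 °C/5% CO2; luciferase reagent 10 min RT; luminescence.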
RORgamma inh – blocks mouse ROR gamma transcriptional activity. P51450. Drosophila S2 Gal4-RORgamma UAS-luciferase reporter, 20 h. Potency, µM (highest dose often 53.6 µM), without a hit: at the highest dose activity change, negative = inhibition, actives largely listed as inhibitors. hit rate 5.4% among 310,000. AID 2551; note: % is set by controls: 0 for no effect and ±100 for the full control effect; nearly all actives have a fitted effect of over 60% in size
Target sequence (P51450 whole entry, looked up, the tested form may be a part): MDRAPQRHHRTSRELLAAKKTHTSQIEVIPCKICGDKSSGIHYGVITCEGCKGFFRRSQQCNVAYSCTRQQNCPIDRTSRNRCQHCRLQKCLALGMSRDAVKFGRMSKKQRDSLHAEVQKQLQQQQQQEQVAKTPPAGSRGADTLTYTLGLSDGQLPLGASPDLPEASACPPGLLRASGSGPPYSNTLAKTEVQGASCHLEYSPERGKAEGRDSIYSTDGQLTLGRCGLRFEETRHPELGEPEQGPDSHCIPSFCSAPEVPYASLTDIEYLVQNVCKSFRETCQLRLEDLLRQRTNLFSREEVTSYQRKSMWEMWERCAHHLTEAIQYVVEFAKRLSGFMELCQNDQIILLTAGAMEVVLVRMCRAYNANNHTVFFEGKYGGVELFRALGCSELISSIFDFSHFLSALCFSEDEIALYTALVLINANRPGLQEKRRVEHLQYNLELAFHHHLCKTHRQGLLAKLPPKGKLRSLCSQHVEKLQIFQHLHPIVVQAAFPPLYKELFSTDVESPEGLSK
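Stably transfected Drosophila Schneider cells are the test system, with ROR gamma fused to Gal4 and luciferase under UAS control; luminescence is read after 20 hr of 700 uM copper sulfate induction at ambient temperature.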
FLuc counter – firefly luciferase modulation, counter-screen for miR-21 project. P08659. purified FLuc, Km substrates, luminescence inhibition. Potency, µM (top dose mostly 57.5 µM), without a hit: at the top dose activity change, negative = inhibition, most hits filed as inhibitors. hit rate 6.9% among 360,000. AID 588342;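 note: plate controls were vehicle for no effect and reference inhibitor for full effect; nearly all actives have a fitted effect of over 55% in size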
Target sequence (P08659 whole entry, looked up): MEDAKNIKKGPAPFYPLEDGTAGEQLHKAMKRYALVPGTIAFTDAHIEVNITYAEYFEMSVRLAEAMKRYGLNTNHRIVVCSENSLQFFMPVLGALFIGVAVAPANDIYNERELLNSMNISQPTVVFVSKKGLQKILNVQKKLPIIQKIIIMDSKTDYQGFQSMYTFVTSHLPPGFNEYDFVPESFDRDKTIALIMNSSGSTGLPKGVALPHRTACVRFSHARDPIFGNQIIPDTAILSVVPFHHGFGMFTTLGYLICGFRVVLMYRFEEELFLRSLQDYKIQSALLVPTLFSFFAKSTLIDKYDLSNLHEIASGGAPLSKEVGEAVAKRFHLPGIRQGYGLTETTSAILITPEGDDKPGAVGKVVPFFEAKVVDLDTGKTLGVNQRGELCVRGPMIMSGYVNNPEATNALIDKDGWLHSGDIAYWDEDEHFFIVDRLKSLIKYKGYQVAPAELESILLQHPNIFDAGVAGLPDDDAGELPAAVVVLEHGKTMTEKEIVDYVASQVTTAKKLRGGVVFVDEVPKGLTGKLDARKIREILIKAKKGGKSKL
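Purified P. pyralis luciferase, 10 nM final, with Km-level 10 uM D-luciferin and 10 uM ATP in 50 mM Tris acetate pH 7.5, 10 mM Mg acetate, 0.01% Tween-20, 0.05% BSA; 6-point qHTS titration about 60 µM downward; luminescence read.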
p53 reactivation – mutant p53 re-activation in reporter cells; AID 504706; hit rate 0.063% among 320,000; Potency, µM (series often up to 92.2 µM), without a hit: top-dose activity change, positive = activation, actives largely listed as activators; H1299 p53-A138V BP100-luciferase reporter, luminescence, 24 h; note: % of control where 0% means no effect; nearly all actives have a fitted effect of over 45% in size
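H1299 (p53-null), stable ts p53-A138V + BP100-Luc; 1000 cells/well, Opti-MEM/10% FBS; cpd 4 pt, 1:5; 24 h, 37 deg C, 5% CO2; detection reagent 10 min RT; luminescence.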
VP16 counter – counter-screen for ROR gamma inhibitors: Gal4-VP16 reporter | Drosophila S2 Gal4-VP16 UAS-luciferase, luminescence, 20 h | Potency, µM (titrated, usually from 53.6 µM), for inactives: at the highest dose activity, negative = inhibition, hits mostly inhibitors | hit rate 3.5% among 310,000 | AID 2546;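 note: Gal4-VP16 expression switched on by copper sulfate through the metallothionein promoter; % is set by controls: 0 for no effect and ±100 for the full control effect; nearly all actives have a fitted effect of over 50% in size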
CXXC DNA block – blocks binding of human MLL CXXC domain to DNA; Q03164; MLL-CXXC / FITC-HOXA9 DNA fluorescence polarization; Potency, µM (series often up to 115 µM), for the others: top-dose activity change, negative = inhibition, hits mostly inhibitors; hit rate 0.037% among 290,000; active = well fitted inhibition curve with a large enough effect in the polarisation, with a control signal flat, not every such curve was filed as active; inconclusive = small, poorly fitted or top-dose-only effect, or effect the other way, or a change in a side signal; inactive = no such curve, though single readings can be large or run the other way; the % refers to the polarisation
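Steps: dispense CXXC domain solution (7 uM) → pin compounds or unlabeled HOX-A9 DNA control → 5 min ambient → add FLSN-HOX-A9 solution (50 nM) → spin → 30 min ambient → fluorescence polarization. Tris pH 7.5/NaCl/DTT/BSA buffer.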
ELG1 genotoxic – genotoxicity induction in ELG1-luciferase HEK293T cells. HEK293T ELG1-luciferase reporter, luminescence, 16 h. Potency, µM (doses to about 46 µM), inactives show at the top dose activity change, positive = activation, most hits filed as activators. hit rate 1.3% among 330,000. AID 504466; note: % of control where 0% means no effect; nearly all actives have a fitted effect of over 60% in size
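Genotoxicity was scored as increased ELG1-luciferase reporter signal, measured by ONE-Glo luminescence (30 min, room temperature). Compound or vehicle exposure of the HEK293T reporter cells lasted 16 hr at 37°C.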
Active calls of the source: *; ? = inconclusive; . = not tested or not shown; & = joins results of further samples. Unless noted, calls come from the whole dose curve; as a rule, active = well fitted curve in the direction sought with a large enough effect; inconclusive = small, poorly fitted or top-dose-only effect, or another doubt; inactive = no such curve, though single readings can be large; an effect the other way counts as inactive or inconclusive. Potency is the fitted concentration of half-maximal effect. This is a subset (hit frequency here may not be typical).

SMILES	MBNL1 CUG block	BRCA1 expr act	NPC1 prom act	uPA surface inh	Rab9 prom act	RORgamma inh	FLuc counter	p53 reactivation	VP16 counter	CXXC DNA block	ELG1 genotoxic
O=C(NCC1CCCCC1)c1cc2ccccc2cc1O	0%	23%	?	1%	27%	38%	12µM*	?	?	5%	0%
Cc1nn(-c2ccccc2)c(Cl)c1/C=C(\CC(=O)O)c1nc2ccccc2s1	7%	5%	-2%	10%	11%	-22%	-10%	-8%	4%	-20%	0%
Cn1c(-c2ccc(Br)o2)nc2ccccc21	7%	?	1.4µM*	-12%	1.4µM*	-42%	2.4µM*	.	-21%	15%	?
O=c1cc(-c2ccccc2)oc2cc(OCc3ccccc3)cc(O)c12	-22%	-15%	0%	-2%	0%	-2%	3%	-1%	1%	7%	-2%
CN(Cc1ccccc1NCC(=O)Nc1ccccc1C#N)C1CCCCC1	-3%	-35%	9%	5%	2%	3%	-5%	-1%	10%	4%	-3%
COc1ccc(C(=O)/C=C/c2ccc(-c3ccccc3)cc2)cc1CSCC(=O)O	2%	.	-2%	.	-4%	2%	0%	?	1%	-3%	-3%
COc1ccc(S(=O)(=O)N2CCOCC2)cc1C(=O)NC1CCCCC1	13%	1%	9%	1%	-3%	14%	1%	-1%	16%	23%	12%
CCOC(=O)Nc1ccc(S(=O)(=O)Nc2cc(C)nc(C)n2)cc1	?	1%	-1%	3%	-4%	0%	-2%	-4%	1%	-1%	0%
CC(C)c1ccc(N(C(=O)c2csnn2)C(C(=O)NC2CCCC2)c2ccncc2)cc1 (stereo not drawn)	-2%	14%	0%	-2%	-1%	5%	-21%	22%	33%	7%	8%
CCC(=O)Nc1nnc(-c2ccccn2)o1	5%	-3%	-4%	-1%	-1%	?	-1%	14%	0%	4%	0%
O=C(/C=C/c1ccccc1)NC(=S)NNC(=O)c1cccnc1	4%	-3%	-6%	1%	6%	10µM*	?	3%	?	-16%	-3%
Cc1nc(NCCc2ccc(Cl)cc2)c2nnn(Cc3ccccc3)c2n1	3%	-7%	0%	3%	1%	-13%	3%	.	-2%	20%	1%

Part of the list above in order of heavy-atom count, rising.
SMILES	MBNL1 CUG block	BRCA1 expr act	NPC1 prom act	uPA surface inh	Rab9 prom act	RORgamma inh	FLuc counter	p53 reactivation	VP16 counter	CXXC DNA block	ELG1 genotoxic
CCOC(=O)Nc1ccc(S(=O)(=O)Nc2cc(C)nc(C)n2)cc1	?	1%	-1%	3%	-4%	0%	-2%	-4%	1%	-1%	0%
COc1ccc(S(=O)(=O)N2CCOCC2)cc1C(=O)NC1CCCCC1	13%	1%	9%	1%	-3%	14%	1%	-1%	16%	23%	12%
Cc1nc(NCCc2ccc(Cl)cc2)c2nnn(Cc3ccccc3)c2n1	3%	-7%	0%	3%	1%	-13%	3%	.	-2%	20%	1%
Cc1nn(-c2ccccc2)c(Cl)c1/C=C(\CC(=O)O)c1nc2ccccc2s1	7%	5%	-2%	10%	11%	-22%	-10%	-8%	4%	-20%	0%
CC(C)c1ccc(N(C(=O)c2csnn2)C(C(=O)NC2CCCC2)c2ccncc2)cc1 (stereo not drawn)	-2%	14%	0%	-2%	-1%	5%	-21%	22%	33%	7%	8%

(more compounds)
SMILES	MBNL1 CUG block	BRCA1 expr act	NPC1 prom act	uPA surface inh	Rab9 prom act	RORgamma inh	FLuc counter	p53 reactivation	VP16 counter	CXXC DNA block	ELG1 genotoxic
O=C(NCCc1ccccc1F)C1CCC(=O)N(Cc2ccc(Cl)cc2)C1 (stereo not drawn)	-11%	4%	-2%	-4%	-1%	13%	5%	-8%	0%	3%	-1%
COc1cc(CC(=O)N2CCc3ccccc32)cc(OC)c1OC	-5%	-77%	-1%	-1%	-8%	-1%	0%	?	?	-2%	-8%
Cc1cc(Cl)ccc1OC(C)C(=O)NCCCCc1ccccc1 (stereo not drawn)	-8%	-7%	8%	.	-4%	13%	-1%	0%	13%	19%	-1%
Cc1ccc(-c2c(C#N)c(N)nc3c2CCCCC3)o1	10%	-1%	-1%	.	-1%	0%	1%	0%	-3%	-1%	-3%
CCOc1ccc2nc(NC3=NC(C)(C)C=C(C)N3)nc(C)c2c1	9%	-36%	-3%	0%	-7%	-41%	0%	14%	-16%	?	0%
N=C1C(c2ccccc2)=C(O)C2CCc3ccccc3N12 (stereo not drawn)	-2%	6%	2%	-7%	13%	-8%	-16%	-5%	-2%	-5%	2%
CN(C(=O)CN1C(=O)S/C(=C\c2cccc(Cl)c2)C1=O)C1CCS(=O)(=O)C1 (stereo not drawn)	?	-29%	5%	-12%	-15%	5%	-9%	-10%	-5%	-1%	4%
COc1ccc(-c2csc3ncnc(Cl)c23)cc1	-3%	-30%	-1%	-1%	0%	?	0%	3%	-17%	-5%	-1%
CC1CC(C)CN(C(=O)C2CCN(C(=O)Nc3ccccc3)CC2)C1 (stereo not drawn)	.	-17%	2%	-1%	-6%	.	-3%	7%	.	.	2%
Cc1c(NC(=O)CSc2ccc(Cl)cc2)c(=O)n(-c2ccccc2)n1C	-12%	-20%	-1%	9%	0%	6%	-1%	-1%	-2%	8%	-3%
COc1ccc(F)cc1CN1CCN(c2ncnc3scc(-c4ccccc4)c23)CC1	?	-44%	-1%	0%	-6%	0%	1%	-4%	5%	1%	-18%
COc1ccc(CCNC(=O)c2ccccc2NC(=O)c2ccco2)cc1OC	5%	-38%	2%	-7%	5%	7%	-12%	3%	5%	-2%	-8%
COc1ccc(NC2=CC(c3ccc(F)cc3)N(c3ccc(OC)cc3)C2=O)cc1 (stereo not drawn)	-4%	-8%	-1%	-1%	-2%	3%	2%	0%	-1%	-7%	0%
CCC(=O)Nn1cnc2c(c1=O)C1(CCCCC1)Cc1ccccc1-2	-5%	-16%	-5%	6%	-10%	-13%	1%	-1%	-3%	4%	0%
CCn1c2ccccc2c2nnc(SCC(=O)Nc3ncccn3)nc21	9%	-7%	-4%	0%	-7%	-22%	3%	4%	-2%	-7%	10%
S=c1[nH]ccn1-c1ccccc1Cl	-2%	2%	-3%&-2%	6%	5%&-6%	?	3%&-3%	0%&-5%	-14%&-6%	-5%&3%	2%&-3%
O=C(Nc1ccc(Cl)cc1)c1cc(Br)ccc1OCC(=O)N1CCOCC1	0%	-42%	-12%	5%	2%	13%	-6%	7%	-14%	7%	-7%
Oc1c(Br)cc(Br)cc1CNc1ccccn1	6%	-4%	1%	-1%	0%	?	-15%	-5%	-13%	-4%	4%
O=C(C1=NN[C@@H]2C(=O)N(c3cccc(C(F)(F)F)c3)C(=O)[C@H]12)c1cnccn1	11%	15%	2%	-3%	-1%	5%	7%	-1%	-13%	2%	-3%
O=C(CN(c1ccc(Cl)cc1)S(=O)(=O)c1ccccc1)N/N=C/c1ccco1	7%	-10%	1%	4%	0%	-3%	0%	-6%	?	13%	-5%
CCn1cc(S(=O)(=O)c2ccc(C)cc2)c(=O)c2cc(F)c(N3CCN(C)CC3)cc21	2%	9%	1%	-1%	1%	-9%	-1%	6%	0%	0%	1%
COCCCn1c(=O)c2ccccc2n(Cc2cc(C(=O)OC)ccc2OC)c1=O	-2%	-23%	0%	2%	-4%	30%	-4%	-6%	-15%	-1%	1%
O=C(c1cc(COc2ccc(F)cc2Cl)on1)N1C[C@H]2CC[C@H]1C2	5%	?	?	-2%	2.8µM*	42%	13µM*	-8%	?	-5%	?

Entries of single compounds as entered above. Order of values: MBNL1 CUG block | BRCA1 expr act | NPC1 prom act | uPA surface inh | Rab9 prom act | RORgamma inh | FLuc counter | p53 reactivation | VP16 counter | CXXC DNA block | ELG1 genotoxic
O=C(NCC1CCCCC1)c1cc2ccccc2cc1O reads 0% | 23% | ? | 1% | 27% | 38% | 12µM* | ? | ? | 5% | 0%
CCC(=O)Nc1nnc(-c2ccccn2)o1 reads 5% | -3% | -4% | -1% | -1% | ? | -1% | 14% | 0% | 4% | 0%

High-throughput results deposited in PubChem BioAssay by National Center for Advancing Translational Sciences (NCATS).
